Source: PubChem
HEK293 cAMP ctrl = counter-screen for TSHR agonists: cAMP increase in parental HEK293. parental HEK293 CNG cAMP sensor, membrane potential fluorescence. AID 938. Potency, µM (titrated, usually from 57.1 µM), for inactives: at the highest dose activation, usual class: activators. hit rate 2.5% among 73,000; note: potency is the fitted concentration of half-maximal effect; % of control where 0% means no effect; nearly all actives have a fitted effect of over 55% in size
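Counterscreen for endogenous-receptor signalling: CNG-channel HEK 293 cells report cAMP rise by membrane depolarization. After 60 min dye equilibration with 100 uM RO 20-1724, compounds incubated 30 min before bottom-read fluorescence at 590 nm.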
A350 autofl = compounds fluorescent in Alexa 350 spectral region. Compound autofluorescence, 340/450 nm, Alexa 350 dye-equivalents; active compounds read high. max dye-equivalent concentration, M. hit rate 11% among 59,000. AID 590; in the data active = max dye-equivalent concentration above about 10 nM; inconclusive = mostly about 1.1 nM to 9.6 nM
4MU fluor = compounds fluorescent in 4-MU spectral region; compound autofluorescence, 340/450 nm, 4-MU equivalents; active compounds read high; max dye-equivalent concentration, M; hit rate 11% among 59,000; AID 589; in the data active = max dye-equivalent concentration above about 10 nM; inconclusive = mostly about 1.1 nM to 9.6 nM
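Compounds in 100 mM Tris, pH 8.0, sat 15 min at room temperature before fluorescence was read at 340 nm excitation/450 nm emission; a per-plate six-point 4-MU standard curve converted signals to dye-equivalent concentration at each compound concentration.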
Caspase-1 inhib = blocks human caspase-1 allosterically or competitively; P29466; Caspase-1 enzyme, Ac-WEHD-AFC fluorogenic rate; Potency, µM (doses to about 57.5 µM), without a hit: top-dose activity change, negative = inhibition, actives largely listed as inhibitors; hit rate 0.03% among 75,000; AID 900;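 note: potency is the fitted concentration of half-maximal effect; plate controls were vehicle for no effect and no substrate for full effect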
Target sequence (P29466 120-297 limits assumed): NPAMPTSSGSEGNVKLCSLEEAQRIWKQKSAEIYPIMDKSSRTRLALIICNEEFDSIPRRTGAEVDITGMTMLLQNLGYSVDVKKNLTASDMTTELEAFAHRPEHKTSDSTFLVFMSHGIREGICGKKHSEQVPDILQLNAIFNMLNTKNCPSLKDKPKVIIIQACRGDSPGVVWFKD
Target sequence (P29466 317-404 limits assumed): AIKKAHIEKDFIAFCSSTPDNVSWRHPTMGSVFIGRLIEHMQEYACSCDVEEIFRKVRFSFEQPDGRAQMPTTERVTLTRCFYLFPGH
ERK AVP block = vasopressin-driven ERK pathway inhibition. HEK293-V1b, vasopressin-stimulated pERK AlphaScreen. Potency, µM (series often up to 57.5 µM), for the others: top-dose activity, negative = inhibition, usual class: inhibitors. AID 995. hit rate 0.99% among 72,000; note: potency is the fitted concentration of half-maximal effect; % is set by controls: 0 for no effect and ±100 for the full control effect; nearly all actives have a fitted effect of over 55% in size
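HEK293 cells stably expressing V1b receptor, preincubated 30 min at 37 °C with compound, then stimulated 5 min with 25 nM vasopressin. Phospho-ERK by AlphaScreen SureFire after 5 h RT; normalized to DMSO and vasopressin; AC50 by Hill fit.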
Tau filament bind = binds recombinant human tau filaments; P10636; AID 596; hit rate 2% among 71,000; recombinant tau filaments, thioflavin S fluorescence, 15 h; filaments grown with octadecylsulfate alongside compound; Potency, µM (highest dose often 57.1 µM), inactives show at the top dose activity change, negative = inhibition;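 note: potency is the fitted concentration of half-maximal effect; % is set by controls: 0 for no effect and ±100 for the full control effect; actives lower thioflavin S fluorescence by blocking filaments or displacing dye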
Target sequence (P10636 whole entry, looked up): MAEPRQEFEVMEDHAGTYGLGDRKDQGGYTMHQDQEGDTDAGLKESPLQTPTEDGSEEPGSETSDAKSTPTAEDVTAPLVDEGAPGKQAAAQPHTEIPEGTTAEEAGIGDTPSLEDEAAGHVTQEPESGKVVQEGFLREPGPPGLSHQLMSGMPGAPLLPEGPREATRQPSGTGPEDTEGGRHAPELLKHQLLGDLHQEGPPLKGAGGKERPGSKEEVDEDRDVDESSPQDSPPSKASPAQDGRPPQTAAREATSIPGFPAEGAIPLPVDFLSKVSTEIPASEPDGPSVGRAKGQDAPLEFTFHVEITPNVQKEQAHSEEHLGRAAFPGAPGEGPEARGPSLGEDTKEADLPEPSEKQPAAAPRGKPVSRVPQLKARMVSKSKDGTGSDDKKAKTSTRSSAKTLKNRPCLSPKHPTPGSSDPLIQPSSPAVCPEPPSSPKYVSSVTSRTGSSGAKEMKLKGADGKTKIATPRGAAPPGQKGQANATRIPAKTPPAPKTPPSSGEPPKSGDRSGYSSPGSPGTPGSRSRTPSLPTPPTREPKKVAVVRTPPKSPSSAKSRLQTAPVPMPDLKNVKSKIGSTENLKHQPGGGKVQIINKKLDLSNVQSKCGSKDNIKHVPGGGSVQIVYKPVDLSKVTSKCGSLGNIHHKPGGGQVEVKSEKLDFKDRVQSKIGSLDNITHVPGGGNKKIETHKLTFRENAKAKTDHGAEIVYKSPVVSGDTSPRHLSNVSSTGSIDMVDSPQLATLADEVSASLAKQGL
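Recombinant tau protein (human, 1 uM final) plus 30 uM ODS in HEPES pH 7.4 with NaCl, DTT and thioflavine S. Compound present from the start; fluorescence at 510 nm after 15 h, 37 C.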
Luciferase inh = blocks Photinus pyralis firefly luciferase activity | P08659 | purified firefly luciferase, luminescence, 8 min | Potency, µM (doses to about 57.1 µM), for the others: top-dose activity change, negative = inhibition, most hits filed as inhibitors | hit rate 2.2% among 72,000 | AID 411; note: potency is the fitted concentration of half-maximal effect; % is set by controls: 0 for no effect and ±100 for the full control effect; nearly all actives have a fitted effect of over 40% in size
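Inhibition of light generation by firefly luciferase from ATP and luciferin was profiled with concentration-response curves per sample, ATP held at 10 uM within the enzyme's linear range. Plates were read by luminescence after an 8-minute ambient incubation.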
Texas Red fluor = compound fluoresces in the Texas Red spectral region; Compound fluorescence, Texas Red channel, 547/618 nm; active compounds read high; max dye-equivalent concentration, M; hit rate 0.06% among 59,000; AID 587; in the data active = max dye-equivalent concentration above about 10 nM; inconclusive = between about 1.1 nM and that limit
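Spectral interference profiling: each compound concentration's relative fluorescence, read with a 547 nm excitation and 618 nm emission filter pair, was normalized to a per-plate Texas Red standard curve.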
Fluorescein autfl = fluorescein region autofluorescence. Compound autofluorescence, 480/540 nm, fluorescein-equivalent; active compounds read high. max fluorescein-equivalent concentration, M. hit rate 0.91% among 59,000. AID 593; in the data active = max fluorescein-equivalent concentration above about 10 nM; inconclusive = between about 1.1 nM and that limit
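Each compound is tested across a concentration series in 100 mM Tris buffer at pH 8.0. After 15 min at room temperature, plates are imaged with 480 nm excitation and 540 nm emission filters, and intensities are converted to fluorescein-equivalent values.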
Caspase-7 inhib = caspase-7 (human) inhibition, allosteric or competitive. Potency, µM (highest dose often 57.5 µM), inactives show top-dose activity change, negative = inhibition, usual class: inhibitors. hit rate 0.02% among 75,000. recombinant caspase-7, Ac-DEVD-AFC fluorescence rate; active = well fitted inhibition curve with a large enough effect in the main read-out, with a control signal flat, not every such curve was filed as active; inconclusive = small, poorly fitted or top-dose-only effect, or a change in a side signal; note: potency is the fitted concentration of half-maximal effect; % of control where 0% means no effect
Rhodamine fluor = compound autofluorescence in rhodamine spectral region; hit rate 0.05% among 59,000; Rhodamine-region fluorescence, 547/598 nm, Tris buffer; active compounds read high; max dye-equivalent concentration, M; AID 594; in the data active = max dye-equivalent concentration above about 11 nM; inconclusive = between about 1.1 nM and that limit
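qHTS spectral profiling of compounds without any target or enzyme present, in pH 8.0 Tris buffer; plates were read after a 15-minute room-temperature incubation using the rhodamine-region filter set.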
Active calls of the source: *; i = inactive; ? = inconclusive; / = no result given; [ ] = dose if it differs, or a comment. Unless noted, calls come from the whole dose curve; as a rule, active = well fitted curve in the direction sought with a large enough effect; inconclusive = small, poorly fitted or top-dose-only effect, or another doubt; inactive = no such curve, though single readings can be large; an effect the other way counts as inactive or inconclusive.

1	CCCCC(=O)Nc1ccc(NC(=O)c2cccnc2)cn1
2	CCOc1cc(CNc2ccccc2SC)ccc1O
3	CN(C)S(=O)(=O)c1cc(S(=O)(=O)N(C)C)c(Cl)cc1N
4	Cc1cc(C)cc(NC(=O)C2CCN(c3nccs3)CC2)c1
5	Cc1ccc(C)c(N2CCN(CC(=O)Nc3ccc4[nH]c(=O)[nH]c4c3)CC2)c1
6	COC(=O)N1CCC2(CC1)CN(c1ccncc1)C2
7	Brc1cccc(C2CC(c3ccccc3)n3nnnc3N2)c1 (stereo not given)
8	COc1ccc(C2CC(c3ccc(Cl)cc3Cl)Nc3nc(N)nn32)cc1OC (stereo not given)
9	O=c1cnc2ccccc2n1CC1CCCCC1
10	S=c1c2[nH]cnc2ncn1CCSc1ncnc2nc[nH]c12
compound no.	1	2	3	4	5	6	7	8	9	10
HEK293 cAMP ctrl	1%	-2%[11.4 µM]	16%	-5%	2%	16%	11%	-3%	21%	-2%[11.4 µM]
A350 autofl	i	/	/	i	/	i	i	/	1.8e-07M*	i
4MU fluor	i	/	/	i	/	i	i	/	1.2e-07M*	i
Caspase-1 inhib	3%	-3%	-1%	1%	0%	-3%	0%	2%	-1%	1%[11.5 µM]
ERK AVP block	13%	-17%	-5%	6%	-5%	-4%	10%	-17%	-28%	-1%[11.5 µM]
Tau filament bind	-4%	-12%[11.4 µM]	10%	0%	30%	7%	9%	-10%	-6%	2%[11.4 µM]
Luciferase inh	-1%	-1%	1%	-5%	0%	3%[11.4 µM]	1%	-1%	1%	4%[11.4 µM]
Texas Red fluor	?	/	/	?	/	i	i	/	i	i
Fluorescein autfl	i	/	/	i	/	?	i	/	?	i
Caspase-7 inhib	1%	-2%	-2%	-3%	-5%	0%	-8%	-1%	-1%	2%[11.5 µM]
Rhodamine fluor	i	/	/	i	/	i	i	/	i	i

11	CC(=O)c1c(C)[nH]c(C(=O)CSc2nc3ccccc3c(=O)n2CCCN2CCOCC2)c1C
12	Cc1ccc2c(n1)sc1c(N)ncnc12
13	O=C(C1CCCN(S(=O)(=O)c2cccc3cccnc23)C1)N1CCc2ccccc21 (stereo not given)
14	COc1cc(OC)cc(-c2nc(-c3cc4cc(C)ccc4nc3OC)no2)c1
15	CCOc1cc2[nH]c(=O)n(Cc3ccc(C(=O)NCCOC)cc3)c(=O)c2cc1OCC
16	CCn1c(=O)cc(OCC(=O)Nc2ccc(C)cn2)c2ccccc21
17	CCN(CC)S(=O)(=O)c1ccc(Oc2cccc(C(C)=O)c2)nc1
18	CC(=O)Oc1cccc(N2C(=O)C3C4C=CC(C4=C(C)C)C3C2=O)c1 (stereo not given)
19	COc1ccccc1C(=O)NC(CCSC)C(=O)NCC(c1ccco1)N(C)C (stereo not given)
20	CCn1c2ccccc2c2nnc(SCC(=O)NCCOC)nc21
compound no.	11	12	13	14	15	16	17	18	19	20
HEK293 cAMP ctrl	14%	3%	-4%	?	0%	13%	23%	-16%	2%	2%
A350 autofl	?	?	/	2.8e-08M*	/	i	i	/	1.1e-08M*	i
4MU fluor	?	?	/	2.3e-08M*	/	i	i	/	?	i
Caspase-1 inhib	1%	-4%	-3%	-1%	-1%	2%	2%	-2%	-3%	-2%
ERK AVP block	-10%	-28%	?	3%	?	20%	8%	-2%	-3%	-4%
Tau filament bind	5%	-18%	?	-19%	11%	34%	2%	12%	-5%	5%
Luciferase inh	2%	-3%	1%	1%	4%	-1%	1%	-11%	0%	-4%
Texas Red fluor	?	?	/	?	/	i	i	/	i	i
Fluorescein autfl	?	i	/	?	/	i	i	/	?	?
Caspase-7 inhib	-1%	-4%	-6%	-4%	1%	-3%	1%	1%	-2%	-2%
Rhodamine fluor	i	i	/	i	/	i	i	/	i	i

21	O=C(c1csnn1)N1CCC[C@@]2(CCN(c3ccncc3)C2)C1
22	Cc1ccc(S(=O)(=O)NCC(=O)OCN2C(=O)c3ccccc3C2=O)cc1
23	Cc1ccc(-c2nnn(CCC(=O)Nc3ccc4c(c3)OCO4)n2)cc1
24	Cc1ccccc1C(=O)Nc1ccc(Cl)cn1
25	CC(C)(C)[Si](OCC[C@@H]1C[C@@]1(C)[C@@H](NP(=O)(c1ccccc1)c1ccccc1)c1ccccc1)(c1ccccc1)c1ccccc1
26	CCn1c(SCC(=O)NCc2ccco2)nnc1-c1cccs1
27	CN(C)C(=O)c1ccc(-c2ccc3ncnc(NC4CC4)c3c2)cc1
28	COc1ccc2[nH]c(=O)c(-c3noc(-c4ccc(F)cc4)n3)cc2c1
29	Cc1ccc(S(=O)(=O)N2C(=O)CCC2C(=O)NCc2ccco2)cc1 (stereo not given)
30	COc1ccc(Nc2cc(=O)n(C3CCCCC3)c(=O)[nH]2)c(OC)c1
compound no.	21	22	23	24	25	26	27	28	29	30
HEK293 cAMP ctrl	5%	/	18%	7%	13%	8%	2%	13%	1%	?
A350 autofl	i	i	i	/	/	i	i	1.4e-08M*	i	i
4MU fluor	i	i	i	/	/	i	i	1.2e-08M*	i	i
Caspase-1 inhib	-4%	/	0%	1%	0%	2%	-4%	?	-2%	0%
ERK AVP block	-13%	/	7%	-11%	-10%	-3%	-23%	10%	-1%	25%
Tau filament bind	8%	/	5%	-2%	-2%	-19%	-1%	1%	-6%	3%
Luciferase inh	2%[11.4 µM]	3%[25.5 µM]	5%	?	/	2%	3%[2.29 µM]	-2%	2%	1%
Texas Red fluor	i	i	i	/	/	i	i	i	i	i
Fluorescein autfl	i	i	?	/	/	i	i	?	i	i
Caspase-7 inhib	0%	/	-5%	0%	0%	-1%	-4%	-23%	-2%	0%
Rhodamine fluor	i	i	i	/	/	i	i	i	i	i

Quoted at random: 3 entries already listed, in no set order.
7	Brc1cccc(C2CC(c3ccccc3)n3nnnc3N2)c1 (stereo not given)
2	CCOc1cc(CNc2ccccc2SC)ccc1O
4	Cc1cc(C)cc(NC(=O)C2CCN(c3nccs3)CC2)c1
compound no.	7	2	4
HEK293 cAMP ctrl	11%	-2%[11.4 µM]	-5%
A350 autofl	i	/	i
4MU fluor	i	/	i
Caspase-1 inhib	0%	-3%	1%
ERK AVP block	10%	-17%	6%
Tau filament bind	9%	-12%[11.4 µM]	0%
Luciferase inh	1%	-1%	-5%
Texas Red fluor	i	/	?
Fluorescein autfl	i	/	i
Caspase-7 inhib	-8%	-2%	-3%
Rhodamine fluor	i	/	i

(listing goes on)
31	O=C(CCCc1c[nH]c2ccccc12)N1CCOCC1
32	CCN(CC)CCOC(=O)C12CC3CC(CC(C3)C1)C2
33	N=C1C(c2nc(-c3ccc(Cl)cc3)cs2)=C(O)CN1CCCN1CCOCC1
34	Cc1nc2ncnn2c(C)c1CCC(=O)NCc1ccco1
35	O=c1c2c3c(sc2nc2sc(CN4CCOCC4)cn12)CCCC3
36	CCOC(=O)NC(c1ccccc1)C1CCCCC1=O (stereo not given)
37	CCOC(=O)c1oc2c(CN3CCN(C)CC3)c(O)ccc2c(=O)c1-c1ccccc1OC
38	COc1ccc(C(=O)COC(=O)CN2C(=O)C3C4C=CC(C4)C3C2=O)cc1 (stereo not given)
39	CN(C)c1ccc(-c2nn3c(-c4ccncc4)nnc3s2)cc1
40	CCc1ccc(Cn2nnc(C(=O)Nc3cccc(C)c3)c2N)cc1
compound no.	31	32	33	34	35	36	37	38	39	40
HEK293 cAMP ctrl	-17%	21%	-23%	1%	2%	8%	9%	4%	1%	14%
A350 autofl	i	i	i	i	1e-08M*	i	/	i	1.2e-08M*	/
4MU fluor	i	i	i	i	?	i	/	i	1.1e-08M*	/
Caspase-1 inhib	1%	-1%	0%	0%	0%	-2%	-1%	1%	0%	1%
ERK AVP block	1%	-9%	3%	-6%	-14%	7%	-17%	-7%	-4%	?
Tau filament bind	-3%	-13%	128%	3%	9%	-3%	-7%	-14%	-9%	34%
Luciferase inh	-2%	2%	-10%	1%	1%	4%	2%	-1%	1%	6%
Texas Red fluor	i	i	i	i	?	i	/	?	i	/
Fluorescein autfl	?	i	?	?	i	i	/	?	?	/
Caspase-7 inhib	-1%	0%	0%	0%	-1%	1%	-4%	1%	-1%	-2%
Rhodamine fluor	i	i	i	i	i	i	/	i	i	/

41	Cc1nc2ccccc2n1CC(=O)NCCN1CCCC1
42	O=C(Nc1nc2ccccc2[nH]1)c1ccccc1F
43	Cc1ccc(-c2csc3nnc(SCC(=O)NCc4ccco4)n23)cc1
44	COc1ccc(OC)c(C2N(c3cc(C)on3)C(=O)C3CCCN32)c1 (stereo not given)
compound no.	41	42	43	44
HEK293 cAMP ctrl	-1%	6%	15%	-3%
A350 autofl	i	?	i	i
4MU fluor	i	i	i	i
Caspase-1 inhib	-2%	-1%	0%	-12%
ERK AVP block	-6%	-17%	?	6%
Tau filament bind	3%	-5%	3%	-6%
Luciferase inh	0%	1µM*	0%	-1%
Texas Red fluor	?	?	i	i
Fluorescein autfl	i	i	?	i
Caspase-7 inhib	-3%	1%	0%	-10%
Rhodamine fluor	i	i	i	i

Only part of the results is shown, so the mix of outcomes need not match the whole.
